# Assay outcomes: PubChem, National Center for Advancing Translational Sciences (NCATS)
# ASM inhibitor = inhibitors of human secretory acid sphingomyelinase | P17405 | placental ASM, HMU-PC fluorogenic substrate, 60 min | Potency, µM (top dose mostly 57.5 µM), for inactives: top-dose activity change, negative = inhibition, hits mostly inhibitors | 0.006% of 340,000 active | AID 504937; also: potency is read from the fitted curve at half-maximal effect
# Target sequence (P17405 47-631 limits assumed): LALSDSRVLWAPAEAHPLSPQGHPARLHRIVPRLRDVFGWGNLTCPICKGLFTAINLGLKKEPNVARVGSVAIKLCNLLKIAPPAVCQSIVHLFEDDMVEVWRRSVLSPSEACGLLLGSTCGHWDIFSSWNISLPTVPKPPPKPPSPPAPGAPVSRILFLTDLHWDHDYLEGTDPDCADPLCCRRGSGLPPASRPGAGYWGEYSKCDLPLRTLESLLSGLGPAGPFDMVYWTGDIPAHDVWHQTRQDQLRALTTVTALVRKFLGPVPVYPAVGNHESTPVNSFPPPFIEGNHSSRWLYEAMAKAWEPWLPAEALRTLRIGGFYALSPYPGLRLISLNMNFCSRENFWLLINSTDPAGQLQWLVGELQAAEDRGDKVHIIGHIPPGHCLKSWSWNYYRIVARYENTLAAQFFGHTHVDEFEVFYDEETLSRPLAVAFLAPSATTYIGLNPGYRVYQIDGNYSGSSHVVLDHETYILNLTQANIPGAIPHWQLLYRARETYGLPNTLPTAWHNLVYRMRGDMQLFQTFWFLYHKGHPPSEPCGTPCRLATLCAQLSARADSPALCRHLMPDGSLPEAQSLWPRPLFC
#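 Fluorogenic HMU-PC substrate (9 uM final) is turned over by placental ASM in 60 min at 37 C after a 10 min compound preincubation. Reaction ended by alkaline stop (pH 10), with fluorescence read at 386/447 nm.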
# B2AR arrestin = beta2AR (human) beta-arrestin recruitment activity. P07550. beta-arrestin recruitment to beta2AR, cell-based reporter. Potency, µM (top dose mostly 46.1 µM), inactives show at the highest dose activation, hits mostly activators. 0.02% of 330,000 active;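 also: potency is read from the fitted curve at half-maximal effect; 0% = DMSO controls and full agonism = EC100 isoproterenol or metaproterenol; nearly all actives have a fitted effect of over 65% in size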
# PTAP TSG101 blk = blocks PTAP/TSG101 interaction to inhibit HIV-1 budding; Q99816; Fluorescence polarization, FITC-PTAP peptide / Tsg101 binding; Potency, µM (top dose mostly 115 µM), inactives show top-dose activity change, negative = inhibition, usual class: inhibitors; 340,000 tested, under 10 active; active = well fitted inhibition curve with a large enough effect in the main read-out, with a control signal flat, not every such curve was filed as active; inconclusive = small, poorly fitted or top-dose-only effect, or effect the other way, or a change in a side signal; inactive = no such curve, though single readings can be large or run the other way; also: potency is read from the fitted curve at half-maximal effect; % of control where 0% means no effect
#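 Compounds were pin-transferred onto Tsg101 binding domain (10 uM final) in HEPES pH 7.5 buffer, then FITC-PTAP peptide was added at 50 nM final. After 20 min at RT, polarization reported peptide displacement across a qHTS concentration series.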
# Chronic BCR inh = chronic active BCR signaling inhibition. ABC-DLBCL IkBa-CBG/CBR reporter, luminescence ratio, 4 h. 0.05% of 340,000 active. Potency, µM (highest dose often 46.1 µM), inactives show top-dose ratio change, negative = lower green/red ratio, actives largely listed as inhibitors; active = well fitted inhibition curve with a large enough effect in the signal ratio, with a control signal flat, not every such curve was filed as active; inconclusive = small, poorly fitted or top-dose-only effect, or effect the other way, or a change in a side signal; the % refers to the signal ratio;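 also: potency is read from the fitted curve at half-maximal effect; plate controls were basal doxycycline-induced cells for no effect and cells given 10 µM MG132 for full effect; MG132 reads +100%, hits lower the ratio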
#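 Compounds up to 46 uM were incubated four hours with TMD8 cells whose green CBG68 luciferase is fused to IkappaBalpha; red CBR luminescence normalised the signal, and concentration-effect curves were fitted to fusion, red and ratio data.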
# Tb PFK block = T. brucei PFK enzyme inhibition. AID 485367. Potency, µM (highest dose often 57.5 µM), for the others: top-dose activity, negative = inhibition, hits mostly inhibitors. O15648. 0.17% of 330,000 active. T. brucei PFK, ADP-Glo luminescence;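 also: potency is read from the fitted curve at half-maximal effect; 0% = uninhibited 1x PFK enzyme wells and -100% = no-enzyme wells; nearly all actives have a fitted effect of over 60% in size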
# Target sequence (O15648 whole entry, looked up): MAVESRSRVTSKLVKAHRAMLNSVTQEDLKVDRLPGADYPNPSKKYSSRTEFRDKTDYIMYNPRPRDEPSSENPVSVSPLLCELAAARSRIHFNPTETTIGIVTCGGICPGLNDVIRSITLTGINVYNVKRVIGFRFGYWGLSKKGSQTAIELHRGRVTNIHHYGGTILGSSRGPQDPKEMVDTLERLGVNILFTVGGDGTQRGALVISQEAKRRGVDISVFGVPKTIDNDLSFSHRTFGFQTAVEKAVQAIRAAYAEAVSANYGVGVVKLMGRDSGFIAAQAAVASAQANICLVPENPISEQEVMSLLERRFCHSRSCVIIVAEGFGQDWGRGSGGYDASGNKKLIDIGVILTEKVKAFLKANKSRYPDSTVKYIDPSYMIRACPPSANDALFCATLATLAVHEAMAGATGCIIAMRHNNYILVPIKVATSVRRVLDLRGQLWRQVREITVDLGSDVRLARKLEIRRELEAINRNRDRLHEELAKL
#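 1.25 nM PFK with 0.5 mM F6P and 0.1 mM ATP in 0.1 M TEA pH 8.0, 5 mM MgCl2, incubated 45 min at room temperature; ADP measured by ADP-Glo luminescence; compounds titrated up to 57 uM.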
# Coupling enz = coupling enzyme interference in Giardia aldolase counter-screen; activity change, negative = inhibition, % at 58.2 µM, hits read low; 0.67% of 290,000 active; AID 2472; coupling enzyme system counterscreen, AmpLite Red fluorescence; in the data active = activity change below about -30%; also: % is scaled to controls: 0 for no effect and ±100 for the full control effect
#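 Activity here indicates interference with the coupling reaction, not aldolase inhibition. Compounds at 57.5 uM final met coupling enzymes for 10 min at RT; substrate and AmpLite Red detection followed, with a 525/598 nm fluorescence read after 20 min.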
# Integrin act MD = integrin-mediated muscular dystrophy alleviation activation. alpha7betagal myoblasts, beta-gal FDG fluorescence, 48 h. Potency, µM (series often up to 38.3 µM), inactives show at the highest dose activation, actives largely listed as activators. 0.064% of 350,000 active. AID 624291;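 also: potency is read from the fitted curve at half-maximal effect; 100% = response of the positive control SU9516; nearly all actives have a fitted effect of over 60% in size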
#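 Alpha7betagal+/- myoblasts (passage 13) were plated 16-24 hr, then exposed to compounds (1:260 dilution of DMSO stock) for 48 hours at 37C. After MPER lysis, β-galactosidase reporter activity was read as FDG fluorescence (ex 480/em 540) after 30 minutes.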
# GALK inhibitor = inhibitors of human galactokinase; 0.007% of 270,000 active; Purified GALK, Kinase-Glo residual ATP luminescence; AID 1868; P51570; Potency, µM (series often up to 57.5 µM), for the others: at the highest dose activity change, negative = inhibition, most hits filed as inhibitors; also: potency is read from the fitted curve at half-maximal effect; % is scaled to controls: 0 for no effect and ±100 for the full control effect
#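 Galactose (100 uM) and ATP (35 uM) were turned over by 5 nM GALK for 1 h at RT. Kinase-Glo Plus then converted the remaining ATP into a luminescent signal.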
# Menin-MLL TR inh = displaces Texas Red mutant MLL peptide from human menin. O00255. Menin + Texas Red MLL mutant peptide, fluorescence polarization. Potency, µM (top dose mostly 61.6 µM), for inactives: top-dose FP activity change, negative = inhibition, most hits filed as inhibitors. 0.23% of 270,000 active. AID 1768; active = well fitted inhibition curve with a large enough effect in the polarisation, with a control signal flat, not every such curve was filed as active; inconclusive = small, poorly fitted or top-dose-only effect, or effect the other way, or a change in a side signal; inactive = no such curve, though single readings can be large or run the other way; the % refers to the polarisation; also: potency is read from the fitted curve at half-maximal effect; % of control where 0% means no effect; many of its hits are not listed in these tables
# Giardia killer = Giardia lamblia killing; Giardia lamblia trophozoite viability; activity change, % at 7.66 µM, hits read low; 0.15% of 340,000 active; in the data active = activity change below about -80%; inconclusive = between about -30% and that limit;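 also: parasites exposed to compound for two days anaerobically before the ATP read; % is scaled to controls: 0 for no effect and ±100 for the full control effect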
#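 Each well holds 100 Giardia trophozoites and compound. After two days (48 hrs) at 37 deg C in anaerobic conditions, ATP is quantified by luminescence.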
# PKM2 activator = PKM2 (human) enzyme activation | purified PKM2, Kinase-Glo ATP luminescence, activation; response scale: 0% is enzyme alone, no compound | Potency, µM (series often up to 57.5 µM), for inactives: at the highest dose activation, actives largely listed as activators | 0.34% of 260,000 active; also: potency is read from the fitted curve at half-maximal effect; % is scaled to controls: 0 for no effect and ±100 for the full control effect; nearly all actives have a fitted effect of over 55% in size
#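 ATP formation by purified human PK-M2, quantified via coupled luciferase luminescence after 1 h at room temperature with 0.1 mM ADP and 0.5 mM PEP final.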
# The depositor's hits bear a star; ? = inconclusive; . = not tested or not shown; [ ] = dose if it differs, or a comment. Unless noted, calls follow the shape of the dose curve; as a rule, active = well fitted curve in the direction sought with a large enough effect; inconclusive = small, poorly fitted or top-dose-only effect, or another doubt; inactive = no such curve, though single readings can be large; an effect the other way counts as inactive or inconclusive.
SMILES,ASM inhibitor,B2AR arrestin,PTAP TSG101 blk,Chronic BCR inh,Tb PFK block,Coupling enz,Integrin act MD,GALK inhibitor,Menin-MLL TR inh,Giardia killer,PKM2 activator
CC(=O)Nc1nnc(CCS(=O)(=O)c2ccc(C)c(C)c2)s1,-3%,0.2%,-4%,-12%,-3%,6,11%,4%,0%,?,-2%
COc1ccc(NC(=O)Nc2ccc3c(c2)C(=O)N([C@H](C)CO)C[C@H](C)[C@@H](CN(C)C(=O)Nc2ccc4c(c2)OCO4)O3)cc1,-3%,0.1%,-5%,2%,0%,.,10%,.,.,-8,.
O=C(NCc1ccc(Cl)cc1)C1CCN(c2nnc(N3CCCC3=O)s2)CC1,4%,0.0%,-1%,?,-2%,4,-8%,.,-19%,12,7%
COC(=O)C1CCN(CC(=O)Nc2ccccc2Sc2ccccc2)CC1,-1%,3.3%,-6%,-8%,-2%,0,-6%,1%,?,-7,1%
COc1cc(C(=O)NCC2CCCO2)ccc1OCc1ccccc1Cl (centres undefined),1%,-0.2%,.,0%,1%,-1,-43%,5%,-10%,-5,0%
COc1cccc(S(=O)(=O)NCc2ccc(C(=O)Nc3ccc(C)cc3)cc2)c1,-5%,-0.2%,-1%,?,2%,1,-14%,-2%,-1%,-2,-1%
CCn1nc(C)cc1C(=O)N1CCCC(C(=O)c2ccc3ccccc3c2)C1 (centres undefined),-4%,-0.7%,2%,2%,-3%,0,-26%,-1%,-12%,-19,-15%
NS(=O)(=O)c1ccc(NC(=O)c2cc(Cl)ccc2Cl)cc1,-3%,-0.1%,-11%,1%,-4%,0,21%,8%,-2%,43[activator],-6%
CCOc1ccc(NS(=O)(=O)c2ccc(C(=O)N3CCN(c4ncccn4)CC3)cc2)cc1,-1%,-0.2%,-8%,7%,4%,0,-37%,9%,-1%,9,1%
Cc1cc(C)c(O)c(NC(=S)NC(=O)Cc2ccccc2)c1,-4%,-0.3%,1%,1%,-3%,-1,12%,5%,7%,-17,-18%
Cc1ccc(NC(=O)CC2C(=O)N(Cc3ccccc3)C(=S)N2NC(=O)c2cccc(F)c2)c(C)c1 (centres undefined),-6%,-0.1%,-6%,13%,-9%,1,3%,-2%,?,?,1%
COc1cccc(N(C(=O)c2snc(C(N)=O)c2N)C(C(=O)NCC2CCCO2)c2ccc(C)o2)c1 (centres undefined),.,-0.2%,-2%,-17%,1%,-2,-12%,-2%,-10%,-5,-7%

# Ordered by value in PKM2 activator (low to high): some entries from above
SMILES	PKM2 activator
CCn1nc(C)cc1C(=O)N1CCCC(C(=O)c2ccc3ccccc3c2)C1 (centres undefined)	-15%
NS(=O)(=O)c1ccc(NC(=O)c2cc(Cl)ccc2Cl)cc1	-6%
CC(=O)Nc1nnc(CCS(=O)(=O)c2ccc(C)c(C)c2)s1	-2%
COc1cc(C(=O)NCC2CCCO2)ccc1OCc1ccccc1Cl (centres undefined)	0%
O=C(NCc1ccc(Cl)cc1)C1CCN(c2nnc(N3CCCC3=O)s2)CC1	7%

# Single entries from above.
# Tb PFK block, `COc1cccc(S(=O)(=O)NCc2ccc(C(=O)Nc3ccc(C)cc3)cc2)c1` = 2%
# GALK inhibitor, `CCn1nc(C)cc1C(=O)N1CCCC(C(=O)c2ccc3ccccc3c2)C1` (centres undefined) = -1%

# (listing goes on)
SMILES,ASM inhibitor,B2AR arrestin,PTAP TSG101 blk,Chronic BCR inh,Tb PFK block,Coupling enz,Integrin act MD,GALK inhibitor,Menin-MLL TR inh,Giardia killer,PKM2 activator
Cc1ccc(S(=O)(=O)N2CCOCC2)cc1C(=O)N1CC(C)CC(C)C1 (centres undefined),4%,-0.4%,-4%,0%,-6%,.,9%,.,.,-27,.
O=C(COC(=O)c1ccco1)NCc1ccco1,4%,0.2%,-7%,2%,1%,0,2%,6%,-1%,-3,-5%
CCOC(=O)c1ccccc1NS(=O)(=O)c1c(C)nc2sccn2c1=O,-3%,-1.0%,-7%,1%,0%,-2,23%,.,0%,30[activator],5%
CCC1CSC(Nc2ccc(C(=O)/C=C/c3cccc(C)c3)cc2)=N1 (centres undefined),-8%,-0.6%,4%,-1%,5%,0,-59%[inhibitor],-2%,16%,-4,-1%
O=C(Nc1ccc(NC(=O)c2ccco2)nc1)c1cccc(F)c1,-2%,-0.9%,-3%,-1%,-2%,0,4%,-3%,-3%,-3,-9%
CCC(C)N=Cc1c(NCc2ccco2)nc2c(C)cccn2c1=O (centres undefined),13%,0.2%,0%,0%,2%,5,-5%,-1%,-18%,-9,8%
CC(=O)Nc1ccc(S(=O)(=O)NCC(=O)OCC(=O)NC(=O)C2CCCCC2)cc1,2%,-2.3%,-1%,0%,-1%,1,-12%,1%,2%,7,-6%
CCCCn1c(N)c(N(CCC(C)C)C(=O)c2oc3ccc(OCC)cc3c2C)c(=O)[nH]c1=O,3%,-0.8%,1%,0%,0%,.,5%,.,.,-1,.
Cc1ccc(S(=O)(=O)NC(C(=O)O)c2ccccc2)cc1 (centres undefined),-1%,0.0%,-3%,0%,6%,6,-4%,1%,1%,5,3%
O=C(NCC1(c2ccccc2)CCOCC1)c1ccc(Br)o1,0%,0.3%,-5%,-3%,3%,0,4%,7%,0%,18,2%
CC(C)N(Cc1nccn1C)C(=O)c1cc(COc2ccc3ncccc3c2)on1,8%,-1.4%,-1%,1%,-9%,3,0%,3%,-12%,9,-5%
CCOC(=O)CN(C(=O)c1snc(C(N)=O)c1N)C(C(=O)NC1CCCCC1)c1ccc(F)cc1 (centres undefined),95%[activator],-2.3%,-1%,?,-1%,1,24%,-3%,-20%,-1,-1%

# Retrieved one by one from the entries so far, 2 records:
SMILES,ASM inhibitor,B2AR arrestin,PTAP TSG101 blk,Chronic BCR inh,Tb PFK block,Coupling enz,Integrin act MD,GALK inhibitor,Menin-MLL TR inh,Giardia killer,PKM2 activator
CCOC(=O)c1ccccc1NS(=O)(=O)c1c(C)nc2sccn2c1=O,-3%,-1.0%,-7%,1%,0%,-2,23%,.,0%,30[activator],5%
O=C(NCC1(c2ccccc2)CCOCC1)c1ccc(Br)o1,0%,0.3%,-5%,-3%,3%,0,4%,7%,0%,18,2%

# (list continues)
SMILES,ASM inhibitor,B2AR arrestin,PTAP TSG101 blk,Chronic BCR inh,Tb PFK block,Coupling enz,Integrin act MD,GALK inhibitor,Menin-MLL TR inh,Giardia killer,PKM2 activator
Cc1nn(C)c(=O)c(N)c1-c1cc(-c2ccc(Cl)c(Cl)c2)n[nH]1,-2%,-0.6%,3%,?,7%,3,-1%,0%,.,7,1%
C[C@@]12C(=O)Nc3cc(Cl)ccc3C(=O)N1[C@H]1c3cc(Cl)ccc3OC[C@@H]1[C@@H]2c1ccccc1,-18%,12%,-4%,?,0%,.,-3%,.,.,7,.
Cc1ccc(S(=O)(=O)c2cc(O)ccc2O)cc1C,1%,3.6%,0%,4%,-4%,-5,9%,-1%,-1%,31[activator],16µM*
COc1cccc(-c2cc(C(=O)NCCCn3ccnc3)no2)c1,3%,0.2%,-4%,-6%,3%,4,13%,0%,.,6,-1%
CCOC(=O)c1[nH]c(C)c(/C(O)=C2\C(=O)C(=O)N(CCCN(C)C)C2c2ccncc2)c1C (centres undefined),.,0.3%,.,?,1%,0,.,0%,-23%,.,-2%
CCn1c(SCC(=O)Nc2ccc(OC)cc2)nc2nc3c(cc2c1=O)CCCC3,-10%,-0.5%,-1%,-2%,1%,0,?,-1%,.,0,8%
CCOC(=O)c1cnn(-c2cc(C(C)(C)C)nc3c(-c4ccccc4)c(C)nn23)c1N,-2%,-0.2%,-1%,-1%,3%,1,16%,0%,1%,19,4%
Cc1ccc(C(=O)COC(=O)CCN2C(=O)C3C4CCC(C4)C3C2=O)cc1C (centres undefined),-2%,-0.1%,0%,4%,2%,2,-1%,-10%,-6%,-7,5%
CSCCNC(=O)Nc1c(-c2c(Cl)cccc2Cl)noc1C,1%,-0.3%,-4%,6%,0%,3,9%,1%,.,10,-4%
CCOC(=O)C1=C(c2ccccc2)NC(=O)NC1c1ccc(OC)cc1OC (centres undefined),-3%,-0.5%,-2%,1%,-5%,-4,15%,0%,-5%,-9,.
Cn1ncc(Cl)c1C(=O)N/N=C/c1cc2c(cc1[N+](=O)[O-])OCO2,-4%,-0.7%,-6%,6%,4%,-4,-17%,0%,5%,21,-3%

# These rows are one share of the data. The share of hits here may be higher or lower than overall.
